# Yp Topo-I inh: blocks Yersinia pestis topoisomerase I activity. Y. pestis Topo-I cleavage product accumulation, plate reader. activity, % at 10 µM. actives 0.064% (n = 360,000). AID 504884; in the data active means activity above about 50%, passing the limit was not always enough; further: inactives centre near 2
# Rv3671c inh: inhibitors of M. tuberculosis serine protease Rv3671c. P9WHR9. inhibition, % at 5.96 µM. actives 0.048% (n = 320,000). AID 2606; in the data active means inhibition above about 38%;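 further: extracellular domain of Rv3671c used as enzyme; 0% = enzyme with DMSO and 100% = no enzyme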
# Target sequence (P9WHR9 whole entry, looked up, the tested form may be a part): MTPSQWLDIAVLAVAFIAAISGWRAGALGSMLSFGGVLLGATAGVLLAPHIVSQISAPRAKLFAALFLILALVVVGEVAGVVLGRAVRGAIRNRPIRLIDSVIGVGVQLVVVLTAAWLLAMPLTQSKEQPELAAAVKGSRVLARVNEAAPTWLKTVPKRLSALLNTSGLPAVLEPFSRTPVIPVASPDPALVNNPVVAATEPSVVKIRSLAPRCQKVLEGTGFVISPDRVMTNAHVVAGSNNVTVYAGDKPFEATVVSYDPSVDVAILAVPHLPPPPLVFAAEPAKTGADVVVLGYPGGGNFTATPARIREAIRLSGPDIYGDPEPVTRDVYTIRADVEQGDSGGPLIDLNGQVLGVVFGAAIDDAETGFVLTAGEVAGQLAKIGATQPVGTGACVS
# Vc quorum ag: induces V. cholerae light production without autoinducers. activation, % at 18.7 µM. actives 0.16% (n = 350,000). AID 588436. V. cholerae BH1578 lux reporter, luminescence, 6 h; in the data active means activation mostly above about 9.7%, no sharp cut-off; further: not every result past the cut was called active; inactives centre near 0; reference of the scale not given here
# PrPC surface inh: inhibitors of human cell surface prion protein PrPC; inhibition, % at 13.8 µM; TR-FRET read-out; AID 720596; actives 0.43% (n = 370,000); in the data active means inhibition above about 24%; further: 0% = median of the test wells and 100% = reference compound wells
# PriA SSB inh: K. pneumoniae PriA-SSBct interaction inhibition; AlphaScreen SSBct-PriA binding, biotinylated peptide; inhibition, % at 33 µM; actives 0.6% (n = 430,000); AID 1272365; in the data active means inhibition mostly above about 37%, no sharp cut-off; inactive means mostly below about 20%;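 further: plate controls were negative control peptide for no effect and reference peptide for full effect; strong numbers were not always called active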
# CCHFV vOTU inh: CCHFV vOTU protease inhibition; Pep-AMC fluorescence; inhibition, % at 11.5 µM; actives 0.55% (n = 370,000); AID 651958; in the data active means inhibition above about 30%; further: 0% = vehicle wells with enzyme and 100% = no enzyme wells
# TcdB inh: blocks C. difficile toxin B glycohydrolase activity | TcdB glycohydrolase enzymatic assay, plate reader | AID 652162 | P18177 | inhibition, % at 9.99 µM | actives 0.24% (n = 350,000); in the data active means inhibition above about 10%
# 3CLpro inhibitor: SARS-CoV 3CLpro protease inhibition. P0C6X7. recombinant SARS-CoV 3CLpro, quenched FRET peptide cleavage. actives 0.14% (n = 290,000). inhibition, % at 6 µM. AID 1706; in the data active means inhibition above about 12%
# MazF activator: activators of E. coli MazEF toxin-antitoxin RNase; P0AE70; FAM/BHQ RNA-DNA oligo cleavage fluorescence, 5 h; activation, % at 20 µM; actives 0.32% (n = 350,000); in the data active means activation above about 50%
# Target sequence (P0AE70 whole entry, looked up): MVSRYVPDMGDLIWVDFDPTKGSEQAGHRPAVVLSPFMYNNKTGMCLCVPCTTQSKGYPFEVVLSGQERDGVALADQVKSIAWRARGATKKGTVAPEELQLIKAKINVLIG
# DUSP3 inh: inhibitors of human VHR1 phosphatase (DUSP3) | P51452 | recombinant VHR phosphatase, pNPP absorbance | inhibition, % at 13.3 µM | actives 0.52% (n = 290,000); in the data active means inhibition above about 50%; further: some compounds called inactive have numbers as strong as hits
# Target sequence (P51452 whole entry, looked up): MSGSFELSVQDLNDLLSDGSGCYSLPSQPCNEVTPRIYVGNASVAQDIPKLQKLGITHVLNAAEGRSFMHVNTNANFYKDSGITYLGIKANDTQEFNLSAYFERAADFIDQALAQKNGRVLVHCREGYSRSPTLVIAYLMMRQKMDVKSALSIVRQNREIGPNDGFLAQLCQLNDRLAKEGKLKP
# The depositor's hits bear a star; i = inactive; · = no result given; & = joins results of further samples.
# Start of the data: the first 3 entries, to show the layout:
# Every second line gives: Yp Topo-I inh, Rv3671c inh, Vc quorum ag, PrPC surface inh, PriA SSB inh, CCHFV vOTU inh, TcdB inh, 3CLpro inhibitor, MazF activator, DUSP3 inh
COc1ccc(N/C(N)=N/c2nc(CSc3nnc(C)s3)cc(=O)[nH]2)cc1
  4, -2, -0.2, -4, ·, -9, 1.0, -1, -7, 21
CN1C(=O)/C(=C/c2ccc(OCc3ccccc3F)cc2)NC1=S
  5, 0, i, 1, -5, 3, -1.2, 1, -3, 31
CN1CC[C@]23c4c5ccc(OC6OC(C(=O)O)[C@@H](O)C(O)[C@H]6O)c4OC2C(O)C=CC3[C@H]1C5 (stereo partly specified)
  -1, 6, -0.5, -1, -2, -5, -0.1, ·, 3, ·

# Results, from the first entry:
# Every second line gives: Yp Topo-I inh, Rv3671c inh, Vc quorum ag, PrPC surface inh, PriA SSB inh, CCHFV vOTU inh, TcdB inh, 3CLpro inhibitor, MazF activator, DUSP3 inh
COc1ccc(N/C(N)=N/c2nc(CSc3nnc(C)s3)cc(=O)[nH]2)cc1
  4, -2, -0.2, -4, ·, -9, 1.0, -1, -7, 21
CN1C(=O)/C(=C/c2ccc(OCc3ccccc3F)cc2)NC1=S
  5, 0, i, 1, -5, 3, -1.2, 1, -3, 31
CN1CC[C@]23c4c5ccc(OC6OC(C(=O)O)[C@@H](O)C(O)[C@H]6O)c4OC2C(O)C=CC3[C@H]1C5 (stereo partly specified)
  -1, 6, -0.5, -1, -2, -5, -0.1, ·, 3, ·
Cc1nc(C)c(C(=O)N2CCCC(C(=O)c3cc(F)ccc3F)C2)s1 (stereo unspecified)
  13, -1, i, 4, -20, 8, -1.7, -2, -6, 8
CC(C)Cn1c(N)c(C(=O)COC(=O)[C@@H]2CCCN2C(=O)c2cccs2)c(=O)n(C)c1=O
  3, 2, -0.5, 10, -3, 0, 1.1, 7, 15, 9
COc1ccc(-n2c(SCCC#N)nnc2-c2cc(Cl)ccc2OC)cc1Cl
  18, -4, 0.4, 6, 2, 2, ·, 3, -3, ·
CC(C)C[C@H]1CNC(=S)N1CC1CCCN1C[C@H](Cc1ccc(O)cc1)N1C[C@H](Cc2ccccc2)N(CC2CCCCC2)C1=S (stereo partly specified)
  14, ·, i, -5, -2, 8, -0.4, ·, -14, ·
O=C(NC(NC(=S)Nc1ccc(Cl)c(Cl)c1)C(Cl)(Cl)Cl)c1ccco1 (stereo unspecified)
  5, -65, i, 21, 11, 14, ·, 5, 12, 2
Cc1cc(C(=O)O/N=C(\N)c2ccc(C(C)(C)C)cc2)no1
  9, 14, -0.8, 7, ·, 2, 1.0, 6, -2, 3
CC(=O)Nc1ccc(OCCCNC(=O)c2c(-c3ccccc3)noc2C)cc1
  -3, 7, -1.3, 8, 4, -8, 1.2, 0, -4, 21
COc1ccc(CN2CCNC(=O)C2CC(=O)N(C)Cc2ccon2)c(OC)c1 (stereo unspecified)
  11, -7, -1.0, 3, -20, -3, 0.1, 3, -12, 11
COc1ccc(S(=O)(=O)NC2CCCCC2)cc1-n1cnnn1
  3, 4, 0.9, 7, 0, -6, 1.7, -2, 2, 21
O=C(CSc1nnc(-c2ccncc2)n1-c1ccc(Cl)cc1)NCc1cccs1
  -2, 1, -1.6, 0, 1, -11, ·, -1, 4, -7
CC1CN=C(NCc2ccccc2)S1 (stereo unspecified)
  -3, -9, -4.1, 3, -21, -4, ·, 2, -8, 1
Clc1ccccc1OCCCCn1ccnc1
  6, -10, -0.4, 3, -20, -6, ·, 5, 6, -5
CC(C)c1ccc(/C=N/N2CCCCC2)cc1
  10, -6, i, 9, ·, -11, 0.0, 2, -24, 16
O=C(c1cccc(S(=O)(=O)N2CCCCC2)c1)N1CCN(Cc2ccccc2)CC1
  16, 1, i, 10, -6, -4, 3.6, ·, 0, ·
Cc1ccc2c(c1)C(=O)N1[C@H]3c4cc(Cl)ccc4OC[C@@H]3[C@H](c3ccccc3)[C@]1(C)C(=O)N2
  3, -51, -0.3, 6, 2, 8, 1.3, ·, -9, ·
CCCn1c(N)c(N(CCOC)C(=O)c2ccccc2)c(=O)[nH]c1=O
  7, 3, -0.4, -6, 5, 6, 0.8, -4, 2, 17
COCCN1C(=O)C(C(=O)OC)CC2=C1CC(C)(C)CC2=O (stereo unspecified)
  2, ·, -1.1, -5, -10, 13, 1.3, ·, 6, ·
COc1ccc(-c2noc(CNC(=O)CCCN3C(=O)[C@H]4CC=CC[C@H]4C3=O)n2)cc1
  -8, -3, 12, -2, -10, 1, 1.3, -3, -1, 4
COc1ccc(CNC(=O)C(C)NC(=O)c2cc3ccccc3o2)cc1 (stereo unspecified)
  3, -3, -7.2, -6, -2, 3, ·, 2, -1, 10
O=C1c2ccccc2C(=O)N1C/C=C/c1ccccc1
  18, -5, 3.9, 3, -14, 9, ·, -6, -2, -6
Cc1cc(C)c(C)c(N=Nc2nc3ccccc3n2C)c1C
  -9, 6, -0.7, -10, 68*, 7, ·, 3, 8, 13
O=C(NC1CC1)C1=C[C@H](C2CC2)C[C@H](OCCCCO)O1
  3, 4, 0.6, -2, -1, -6, 1.5&-3.5, 6, 7, 7
CC(=O)c1cc(NC(=O)c2cccc(C(F)(F)F)c2)c(=O)oc1C
  10, 15, -0.2, -4, -12, 8, -0.9, 3, 7, 6
Cc1noc(NS(=O)(=O)c2ccc(NC(=O)c3cnc4scc(C)n4c3=O)cc2)c1C
  -6, 3, i, 1, -7&9, 4, 2.6, 6, 13, 13
Cc1ccc(S(=O)(=O)N(C)C)cc1NC(=O)COC(=O)CCC(=O)c1cccs1
  -10, 1, -0.7, 2, -2, 18, -0.4, -3, 3, 6
Cc1c(-c2ccccc2)[n+](=O)c(-c2ccco2)c(C)n1[O-]
  -2, -8, -0.7, -3, 2, 16, ·, -1, -10, 14
O=S(=O)(Cc1ccccc1)C(c1ccccc1)S(=O)(=O)Cc1ccccc1
  7, ·, -0.7, -4, ·, 26, 2.0, ·, 6, ·

# The list goes on:
# Every second line gives: Yp Topo-I inh, Rv3671c inh, Vc quorum ag, PrPC surface inh, PriA SSB inh, CCHFV vOTU inh, TcdB inh, 3CLpro inhibitor, MazF activator, DUSP3 inh
O=C(NCC(=O)N(Cc1ccco1)C(C(=O)NC1CCCC1)c1cccnc1)c1cccs1 (stereo unspecified)
  5, 5, ·, 5, -15, -5, ·, 5, -20, 18
Cc1ccc(NC(=O)Nc2cccc(C)n2)c(C)c1
  5, -9, -2.3, -4, -10, 3, -1.0, 2, -2, -4
O=[N+]([O-])c1cccc(/C=N/Nc2nnc(-c3ccccc3)c(-c3ccccc3)n2)c1
  2, 12, -0.2, 0, ·, 12, ·, 2, 12, 7
CCOc1cccc(C(=O)Nc2nc(-c3ccc(S(=O)(=O)N4CCOCC4)cc3)cs2)c1
  16, 8, 0.4, 6, -6, 1, ·, -4, 0, -16
Cn1c(N)c(C(=O)COC(=O)CCCOc2ccc(Cl)cc2Cl)c(=O)n(C)c1=O
  2, 6, -0.5, 0, -14, -7, -0.2, 0, 2, 18
CCOC(=O)N1CCN(C(=O)c2ccc(S(=O)(=O)Nc3ccccc3)cc2)CC1
  6, -3, i, 1, 4, 5, 1.5, ·, 6, ·
CC(NC(=S)Nc1ccc(F)cc1)C(c1cccs1)N1CCOCC1 (stereo unspecified)
  3, -3, -0.2, 6, -9, 1, 0.3, -5, 4, 16
Cc1ccc(S(=O)(=O)NCC(=O)OCC(=O)NCc2ccc3c(c2)OCO3)cc1
  -2, ·, i, -3, -1, -3, 3.1, ·, 2, ·
CC(C)c1ccc(/C=C2\C(=N)N3N=C(CC(=O)N4CCCCC4)SC3=NC2=O)cc1
  6, -2, i, 0, -12, 11, -2.1, 5, -3, -2
OCC[C@H]1C[C@@H](O)[C@H](O)[C@]2(OCCc3ccccc32)O1
  -8, -4, 4.0, 2, -4, 3, 0.7, ·, 4, ·
Fc1ccc(OCc2nn3c(Cn4nnc5ccccc54)nnc3s2)cc1
  -5, 0, i, -3, -2, -7, ·, 0, 0, 36
O=C(CC(Nc1ccccc1Cl)C(=O)OCC(=O)c1cccs1)c1ccccc1 (stereo unspecified)
  -2, -17, 1.0, -1, -18, -11, ·, 4, -7, 3
CC(=O)NC1Sc2ccccc2N=C1c1ccccc1 (stereo unspecified)
  -7, -13, -0.3, 1, -26, -10, ·, 1, -5, 18
Cc1cccc(NC(=S)NCc2ccccn2)c1
  3, -4, 0.6, -3, 22, 7, ·, -5, -2, 27
Cc1cc(C)nc(SCCC(=O)Nc2ccccc2C)n1
  7, -2, -2.1, 0, -3, 5, ·, 0, 5, -7
O=C1CSC(c2ccncc2)N1Cc1ccccc1 (stereo unspecified)
  2, 4, 1.0, 7, -3, 5, -2.0, 5, -10, 13
CCc1ccc2oc(-c3ccc(N)cc3)nc2c1
  -4, 8, i, -2, 0, -102, 3.7, 3, 3, -9
COC(=O)c1c(NC(=O)CCCC(=O)O)sc2c1CCCCC2
  2, 1, -0.4, -5, -3, 5, -0.6, 2, 1, -19
Cc1nc(-c2ccccn2)nc(N2CCOCC2)c1Cl
  11, -1, -0.2, 5, 4, 2, 1.3, 0, 17, 5
CC(=O)Nc1ccc(Nc2nc3ccccc3n3cnnc23)cc1
  -2, 0, -1.2, -5, 3, 6, 1.9, -3, 7, -16
CN(Cc1ccccc1NCC(=O)Nc1ccccc1C#N)C1CCCCC1
  7, -4, -0.2, 1, -13, 7, 1.1, 3, 5, 7
CCCSc1nc(C)c(CC(=O)OCC)c(=O)[nH]1
  6, -4, i, 6, 6, 9, ·, -1, -6, 18
CN(CCc1ccccn1)C(=O)CCc1nnc(CCCc2ccccc2)o1
  7, 5, -0.4, 6, -16, -13, 0.9, 3, -6, 18
CC(Oc1ccccc1)C(=O)Nc1nc(-c2ccncc2)cs1 (stereo unspecified)
  2, 0, i, 4, -6, 0, 0.1, ·, -11, ·
Cc1ccc(NC(=O)CN(C)C(=O)COc2ncnc3ccc(Br)cc23)cc1
  9, -9, i, -1, 2, 9, 0.8, ·, -1, ·
O=C(NCc1ccccc1)c1cccc2c1C(=O)c1ccc(/C=C/c3ccccc3)cc1S2(=O)=O
  4, -13, i, -13, 1, -2, 0.1, ·, -27, ·
COc1c2ccoc2cc2oc(C)cc(=O)c12
  0, -5, -0.3, 9, -2, 3, 1.3, ·, 4, ·
Brc1ccc(-c2csc(N3CCC(c4ccccc4)C3)n2)cc1 (stereo unspecified)
  3, -9, -0.5, -4, -3, -1, ·, 6, -1, 12
CCN(CC)S(=O)(=O)c1cccc(NC(=O)CN2C(=O)NC3(CCOc4ccccc43)C2=O)c1 (stereo unspecified)
  -7, ·, 0.9, -4, 7, 4, -2.6, ·, -1, ·
Cc1c(C(=O)N2CCN(c3ncccn3)CC2)oc2c(Cl)cccc12
  -1, -2, -0.6, 0, -11, 6, 1.6, ·, 4, ·

# Ordered by heavy-atom count (ascending): part of the list above
# Every second line gives: Yp Topo-I inh, Rv3671c inh, Vc quorum ag, PrPC surface inh, PriA SSB inh, CCHFV vOTU inh, TcdB inh, 3CLpro inhibitor, MazF activator, DUSP3 inh
CC(=O)Nc1ccc(Nc2nc3ccccc3n3cnnc23)cc1
  -2, 0, -1.2, -5, 3, 6, 1.9, -3, 7, -16
O=[N+]([O-])c1cccc(/C=N/Nc2nnc(-c3ccccc3)c(-c3ccccc3)n2)c1
  2, 12, -0.2, 0, ·, 12, ·, 2, 12, 7
CCOc1cccc(C(=O)Nc2nc(-c3ccc(S(=O)(=O)N4CCOCC4)cc3)cs2)c1
  16, 8, 0.4, 6, -6, 1, ·, -4, 0, -16

# Screening data: PubChem, several laboratories

# A portion of the library (hit frequency here may not be typical).
